DAX1 inh-1: inhibits human nuclear receptor DAX1. P51843. 340,000 compounds, 0.99% hits. inhibition, % at 6.75 µM. HEK293 Gal4-DAX1 luciferase reporter, luminescence. AID 504766;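 active means inhibition above the mean over all tested compounds plus 3 SD, cut at about 4.2% in these data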;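 further: 0% = DAX1-transfected cells with DMSO and 100% = empty-vector control cells with DMSO; inhibition shows as a rise in luminescence from relieved DAX1 repression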
PG9 binder: PG9 antibody binding by small molecule; TR-FRET gp120-PG9 antibody binding; inhibition, % at 6.7 µM; 360,000 compounds, 0.43% hits; in the data active means inhibition above about 8.5%
hgDAF-12 ag: hgDAF-12 agonism, primary luciferase screen | 370,000 compounds, 1.8% hits | activation, % at 6.8 µM | HEK293 GAL4-hgDAF12 UAS-luciferase reporter, agonist luminescence; normalized to butyrate control;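 active means activation above a cutoff set at the mean of all screened compounds plus 3 SD, cut at about 10% in these data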;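 further: 0% = DMSO wells and 100% = sodium butyrate wells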
HGIII-sPLA2 inh: Blocks human group III sPLA2 activity; 370,000 compounds, 0.56% hits; Q9NZ20; AID 743126; QFRET BODIPY PC-A2 liposome hydrolysis, fluorescence; inhibition, % at 12.2 µM;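 active means inhibition above mean plus 3 SD of compounds lying within the high and low control bounds, cut at about 19% in these data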;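 further: 0% = median of test compound wells and 100% = no enzyme DMSO wells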
SMARCA2 act: activators of SMARCA2 function | MG213 cells, MMTV-luciferase reporter, dexamethasone, overnight | activation, % at 9.1 µM | 370,000 compounds, 1% hits | AID 652017; in the data active means activation above about 7.8%;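 further: 0% = vehicle wells and 100% = reference activator wells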
PLCb3 inh: PLC-beta3 (human) inhibition, primary screen | inhibition, % at 12.2 µM | 370,000 compounds, 0.18% hits | Purified PLC-beta3, fluorogenic substrate, fluorescence; in the data active means inhibition above about 11%;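 further: 0% = median of compound wells on plate and 100% = full blocker control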
Target sequence (Q01970 whole entry, looked up): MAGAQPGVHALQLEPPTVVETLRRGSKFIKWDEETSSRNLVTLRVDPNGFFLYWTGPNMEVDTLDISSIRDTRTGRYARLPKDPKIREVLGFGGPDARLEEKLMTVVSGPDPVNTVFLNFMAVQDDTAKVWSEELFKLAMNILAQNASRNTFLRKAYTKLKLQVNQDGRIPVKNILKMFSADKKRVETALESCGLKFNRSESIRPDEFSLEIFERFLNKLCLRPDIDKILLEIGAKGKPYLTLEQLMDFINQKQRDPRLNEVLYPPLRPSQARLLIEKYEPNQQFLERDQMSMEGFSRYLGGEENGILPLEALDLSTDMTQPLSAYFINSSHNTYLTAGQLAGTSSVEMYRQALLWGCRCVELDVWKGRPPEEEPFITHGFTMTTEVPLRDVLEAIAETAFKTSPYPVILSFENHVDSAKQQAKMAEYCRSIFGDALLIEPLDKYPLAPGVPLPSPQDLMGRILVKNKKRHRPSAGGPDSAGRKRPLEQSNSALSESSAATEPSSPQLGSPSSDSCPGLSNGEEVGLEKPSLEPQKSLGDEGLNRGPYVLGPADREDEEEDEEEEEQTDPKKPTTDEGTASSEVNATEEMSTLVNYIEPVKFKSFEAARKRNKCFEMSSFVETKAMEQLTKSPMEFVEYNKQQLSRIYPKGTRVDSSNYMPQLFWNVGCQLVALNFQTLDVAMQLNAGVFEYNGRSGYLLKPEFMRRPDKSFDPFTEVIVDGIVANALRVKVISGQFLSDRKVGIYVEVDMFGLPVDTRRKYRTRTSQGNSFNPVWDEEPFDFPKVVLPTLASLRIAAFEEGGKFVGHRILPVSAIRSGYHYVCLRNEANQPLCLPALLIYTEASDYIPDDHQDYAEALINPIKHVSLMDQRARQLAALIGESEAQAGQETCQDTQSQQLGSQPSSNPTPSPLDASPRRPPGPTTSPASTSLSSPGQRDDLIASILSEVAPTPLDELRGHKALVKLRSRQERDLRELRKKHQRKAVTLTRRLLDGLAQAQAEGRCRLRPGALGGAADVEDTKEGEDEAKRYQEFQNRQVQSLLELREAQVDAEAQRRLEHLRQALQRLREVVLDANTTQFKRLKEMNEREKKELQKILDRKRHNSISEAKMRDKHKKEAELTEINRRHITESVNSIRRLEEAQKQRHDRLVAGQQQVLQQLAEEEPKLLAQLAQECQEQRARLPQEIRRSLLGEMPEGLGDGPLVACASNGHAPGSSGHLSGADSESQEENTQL
hcDAF12 agonist: activates DAF-12 receptor from parasite H. contortus; HEK293 hcDAF-12 lit1-tk-luc reporter, luminescence; 0% DMSO, 100% Δ7-dafachronic acid; activation, % at 6.8 µM; 370,000 compounds, 1.4% hits; AID 652067;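 active means activation above the mean of all tested compounds plus 3 SD, cut at about 5.5% in these data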;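 further: 100% = response to 3 µM Δ7-dafachronic acid high control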
GAA850 FXN act: frataxin GAA850 promoter activation; HEK293 lucGAA850 FXN promoter luciferase reporter, 24 h; percent of 10 µM SAHA response; activation, % at 6 µM; 360,000 compounds, 0.56% hits;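 active means activation above the average of all compounds screened plus 3 SD, cutoff fixed separately per campaign, cut at about 7.5% in these data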;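 further: 0% = DMSO wells and 100% = 10 µM SAHA wells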
ssDAF-12 act: activates DAF-12 receptor from parasite S. stercoralis; activation, % at 6.8 µM; 370,000 compounds, 1% hits; HEK293 ssDAF-12/GRIP1 lit1-tk-luc reporter, luminescence; % of 3 µM dafachronic acid response;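 active means activation above the mean over all tested compounds plus 3 SD, cut at about 0.9% in these data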;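 further: 0% = DMSO-only wells and 100% = 3 µM delta7-dafachronic acid wells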
Rev-erbA mod: modulators of human Rev-erb alpha DNA binding; 370,000 compounds, 0.79% hits; AID 1259318; Rev-erbα–FITC-DNA binding, fluorescence polarization, 90 min; activity, % at 10 µM;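 active means activity above about 14%, limit read from the data; passing the limit was not always enough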;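 further: 0% = DMSO wells with 35 nM protein and 100% = DMSO wells with 750 nM protein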
DAX1 inh-2: blocks DAX1 repression of SF-1 activated StAR promoter; 370,000 compounds, 1.1% hits; AID 652010; inhibition, % at 6.8 µM; HEK293T StAR-luciferase reporter, SF-1/DAX-1 repression relief;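 active means inhibition above the mean over all tested compounds plus 3 SD, cut at about 3.6% in these data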;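 further: 0% = DAX-1 cells with DMSO and 100% = cells lacking DAX-1 with DMSO; higher inhibition means more luminescence from relief of DAX-1 repression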
An asterisk follows results filed as active; . = not tested or not shown. No enrichment for hits; overall some 7% were active at least once.

SMILES	DAX1 inh-1	PG9 binder	hgDAF-12 ag	HGIII-sPLA2 inh	SMARCA2 act	PLCb3 inh	hcDAF12 agonist	GAA850 FXN act	ssDAF-12 act	Rev-erbA mod	DAX1 inh-2
O=C(c1cnn(C(=O)c2ccco2)c1)c1cc(F)ccc1O	-0.1	-1.4	2.8	-4	3	-9	-1.3	2.5	-0.9	-2	1.3
O=C(N/N=C\c1ccncc1)c1ccc(Br)s1	1.5	-1.1	4.0	2	0	-5	-1.7	0.9	-1.1	0	-0.7
C=CCSC1=N/C(=C\C=C\c2ccco2)C(=O)S1	3.1	-0.3	2.5	5	2	-24	-0.8	3.3	-0.9	-18	-0.4
O=C(CCn1cncn1)N1CCCC(N2CCN(c3cccc(C(F)(F)F)c3)CC2)C1 (configuration not stated)	0.9	-2.1	-0.8	1	-2	-5	0.8	1.6	-2.0	-2	-1.1
COc1cccc(CNc2ccccc2O)c1OCc1ccccc1F	-0.9	-3.7	-3.0	7	-1	-8	1.1	1.2	-0.3	-3	-1.2
CCOC(=O)N1CCN(c2ccc(Cl)c(Cl)c2)CC1	0.2	0.7	-0.1	0	-5	0	-1.7	-1.9	-1.7	3	-0.7
COCCNC(=O)[C@]1(C#N)CC(=O)N(C)[C@@H]1c1ccccc1	.	.	5.5	4	-1	2	-1.3	.	-1.3	5	-0.6
c1ccc(CN2CCOCCOCCOCCOCC2)cc1	-0.7	0.6	3.7	0	1	-5	0.2	1.4	-0.3	-6	-0.4
CC[C@](C)(O)c1cc2ccccc2c(=O)o1	1.5	0.1	-0.5	2	1	3	-0.3	0.3	-0.9	-4	-0.1
CCc1cc2c(nc1CC)CCCN2S(=O)(=O)c1ccccc1	.	-0.5	-0.8	6	1	1	-2.7	.	-0.9	1	1.5
C=CCNc1cc(C)oc(=O)c1C(=O)CC	0.1	-0.7	-2.8	-2	2	-3	-1.9	2.5	-1.5	-2	0.1
CC(C)CCNC(=O)c1ccccc1NC(=O)C1=CSCCO1	0.8	-1.6	-2.6	0	-2	-3	-1.7	1.1	-1.2	5	0.0
CS(=O)(=O)N1CCC(Oc2ccccc2C(=O)N2CCC[C@H]2CO)CC1	1.0	0.2	4.0	2	0	-5	-1.6	2.9	-1.2	4	-0.6
COc1ccc(C2CC(=O)NC3=C2C(=O)CCC3)cc1Cl (configuration not stated)	0.3	-2.0	0.2	-4	2	1	-0.5	0.9	-1.4	-7	0.3
Cc1ccc(C)c(OCC(=O)NC2CCCCCC2)c1	0.8	-2.3	3.6	-2	3	-2	-2.3	1.0	-1.4	-2	-0.6
Nc1ccc(C(=O)OCCCc2nc3ccccc3[nH]2)cc1	-0.8	1.2	-0.2	0	1	4	-0.1	5.0	-0.9	3	0.3
COc1ccc(NC(=S)N2CCN(C(=O)C3CCCO3)CC2)c(OC)c1 (configuration not stated)	0.2	-1.5	-0.3	4	0	0	0.2	2.5	-1.3	5	-0.4
COc1cc(OC)nc(Nc2nc(C(N)Cc3ccc(C(F)(F)F)cc3)cs2)n1 (configuration not stated)	.	-1.4	1.3	9	-5	1	-0.2	-2.4	-0.8	1	-0.5
CC(C)CN(C(=O)CN1CCN(c2ccc(O)cc2)CC1)c1c(N)n(CC(C)C)c(=O)[nH]c1=O	0.4	-3.4	-0.1	4	-4	-4	2.1	4.0	-1.1	-1	-0.2
COc1ccc(OC)c(NC(=O)c2ccc(OCC(=O)N3CCOCC3)c(OC)c2)c1	0.7	0.1	2.4	-7	-3	-4	-1.4	0.1	-0.3	1	2.0
COc1ccccc1NC(=O)COC(=O)c1ccc(N2CCCC2=O)cc1	0.5	-0.1	-1.6	6	-2	-2	1.0	0.1	-1.6	-3	0.0
CN(C)CCN1C(=O)c2ccccc2C1=O	-0.5	-3.0	1.9	6	-1	7	0.6	0.4	-0.2	0	-0.2
O=C(CN(CC1CCCO1)C(=O)CNS(=O)(=O)c1ccc(F)cc1)NC1CCCCC1 (configuration not stated)	1.4	-0.6	-1.2	6	0	0	-0.4	-0.1	-0.9	5	0.6
O=Cc1cccc(Oc2ncccn2)c1	1.1	0.2	-0.5	4	-3	-4	-0.9	2.0	-1.6	-2	-0.8
Cc1cc(C)c(OCC(O)CN2CCN(c3ccccn3)CC2)c(C)c1 (configuration not stated)	0.3	-2.0	-3.8	-5	-2	1	-1.8	1.1	-0.6	-7	-0.1

The results go on.
SMILES	DAX1 inh-1	PG9 binder	hgDAF-12 ag	HGIII-sPLA2 inh	SMARCA2 act	PLCb3 inh	hcDAF12 agonist	GAA850 FXN act	ssDAF-12 act	Rev-erbA mod	DAX1 inh-2
COc1ccc(-n2nc(C(=O)NCC(=O)N3CCN(c4ccccn4)CC3)c3ccccc3c2=O)cc1	1.2	-1.5	2.4	1	11*	-53	1.7	-2.5	-0.2	0	-0.2
O=C(c1ccc(S(=O)(=O)Nc2ccccc2F)cc1)N1CCCC1	0.3	-2.3	-0.5	4	-1	-1	0.5	-1.1	-1.1	3	0.9
CNc1ncnc2c1ncn2-c1ccccc1	1.6	0.8	6.3	-1	2	2	-0.7	3.8	-1.4	-1	0.9
O=C(CCC(=O)Nc1ccc(Cl)cc1Cl)NNC(=O)[C@@H]1CCCC[C@@H]1C(=O)O	-0.5	-1.4	-1.4	0	-1	0	-1.4	2.5	-1.4	1	-0.2
Cc1ccccc1NC(=O)COC(=O)CNC(=O)c1sc2ccccc2c1Cl	0.0	5.9	3.0	-18	-2	1	1.5	0.0	-1.3	2	-0.1
NC(=O)c1ccsc1NC(=O)COC(=O)c1ccccn1	0.5	0.3	-1.8	0	-2	-11	-1.0	-0.1	-0.8	2	1.2
CCc1ccc(Nc2cnn(C34CC5CC(CC(CC(=O)O)(C5)C3)C4)c(=O)c2Cl)cc1	-0.2	-1.6	1.4	-2	-1	4	-1.0	0.6	-1.3	-2	-0.3
CSC(=S)N/N=C/c1ccc(Br)cc1	-0.7	0.7	-1.5	14	5	1	0.1	0.6	-1.1	2	-0.4
CC(=O)c1ccc(N2CCN(C(=O)CCCn3c(=O)[nH]c4ccsc4c3=O)CC2)cc1	-2.8	-2.6	-2.5	5	1	-12	-2.9	2.9	-1.0	-3	-0.4
O=C(NC1CCCCC1)C(c1ccc(F)cc1)N(CCCN1CCOCC1)C(=O)c1ccc(CN2CCOCC2)o1 (configuration not stated)	-0.2	-1.3	-1.1	-1	-1	-4	-1.3	0.9	-0.2	-4	-0.2
N#CC1=C(N)N(c2ccccc2Sc2ccccc2)C(=O)C1	-1.0	-0.8	-2.7	-20	-1	-10	-1.1	-0.4	-0.9	-1	-0.4
Cc1cc(C(=O)CSc2nnc(-c3ccccc3)n2Cc2ccc3c(c2)OCO3)c(C)n1C	1.2	1.0	-1.1	2	-2	-1	-1.8	-1.2	-1.3	6	-0.7
COc1ccc(S(=O)(=O)N2CCOCC2)cc1NC(=O)CN1CCN(C)CC1	2.4	-0.2	-0.9	6	-1	1	0.8	1.0	-0.5	-2	-0.7
COc1ccc(N(CC(=O)N/N=C/c2ccc(OC)cc2OC)S(=O)(=O)c2ccccc2)cc1	1.3	-1.1	-0.5	1	-1	0	0.0	-1.1	-0.1	-2	0.1
CC(C)CC1NC(=O)c2cc3ccccc3cc2-n2c1nc1cc(Cl)ccc1c2=O (configuration not stated)	0.4	0.7	1.0	-1	1	-1	1.9	0.5	0.1	-5	3.0
Cc1cc(C)n2c(SCC(=O)Nc3ccc(F)cc3)nnc2n1	-1.6	-0.6	-2.8	0	4	-15	-2.0	0.5	-1.7	-2	-0.2
O=C(c1ccc2ccccc2c1)N1CCOCC1	0.8	1.0	0.3	9	0	-4	-0.7	-0.1	-1.0	1	0.6
Cc1ccccc1CC1SC(N)=NC1=O (configuration not stated)	-1.4	-2.8	-1.8	1	6	-3	-2.3	-0.2	-1.2	3	-0.1
COc1ccc(CCC(=O)OCC(=O)NCc2ccccc2)cc1	1.1	-2.2	4.1	-3	-1	-2	1.2	0.4	-0.1	6	-0.6
CCN(CC)S(=O)(=O)c1cc(C(=O)Nc2cc(Cl)ccc2N2CCN(C)CC2)ccc1Cl	0.1	0.8	0.1	-1	-1	-3	0.1	-1.0	-0.6	-4	-0.4
CCOC(=O)C1CCC(=O)C1 (configuration not stated)	0.1	0.0	0.5	15	-5	-1	-0.3	-0.5	0.2	5	-0.6
COc1ccc(-n2nc(C(=O)NCC(=O)NC3CCCCCC3)c3ccccc3c2=O)c(OC)c1	0.6	-3.5	-0.8	-2	-2	-15	-2.6	0.8	-0.8	1	0.1
O=[N+]([O-])c1cc2c(c([N+](=O)[O-])c1)Nc1ccccc1O2	-2.8	-8.1	-1.4	21*	-4	3	-0.8	-7.3	-1.3	3	-2.2
Cc1cc(C)c(C)c(S(=O)(=O)N2CCC(C(=O)NC3=NCCS3)CC2)c1C	0.2	0.5	4.0	0	-1	-4	-2.9	1.8	-1.1	-7	-1.5
Cc1cc(C)c(S(C)(=O)=O)c(NN)n1	-0.1	-2.2	0.8	5	0	-8	-0.1	2.6	-1.2	2	0.5

Carrying on.
SMILES	DAX1 inh-1	PG9 binder	hgDAF-12 ag	HGIII-sPLA2 inh	SMARCA2 act	PLCb3 inh	hcDAF12 agonist	GAA850 FXN act	ssDAF-12 act	Rev-erbA mod	DAX1 inh-2
NC(=S)c1c(Cl)cc(C(F)(F)F)cc1Cl	-1.3	-1.1	3.6	18	6	-2	-0.5	0.0	-1.6	-1	1.1
Cn1nc(C(F)(F)F)c(-c2ccc(F)cc2)c1NC(=O)CSCC(=O)O	-1.0	1.2	0.8	0	2	-13	-0.8	-1.1	-2.0	5	-0.2
O=C(Cn1cnc2ccccc21)N/N=C/c1ccc([N+](=O)[O-])cc1	0.0	-3.1	-1.8	3	-4	4	-0.2	-0.1	-1.5	-3	-0.8
Cc1ccc2c(c1)C(CS(=O)(=O)NCc1ccc(F)cc1)NC2 (configuration not stated)	.	.	2.0	-2	5	-12	0.3	.	-0.8	0	0.2
NNC(=O)c1ccc(Cl)cc1Cl	0.7	-1.3	2.3	-7	-3	3	-1.1	0.0	-0.9	-3	-0.3
COc1ccc(/C=C2\N=C3CCCN3C2=O)cc1	4.8*	-4.8	13*	2	4	-2	2.4	1.7	-1.6	-6	1.5

6 consecutive records out of the list so far, for reference:
SMILES	DAX1 inh-1	PG9 binder	hgDAF-12 ag	HGIII-sPLA2 inh	SMARCA2 act	PLCb3 inh	hcDAF12 agonist	GAA850 FXN act	ssDAF-12 act	Rev-erbA mod	DAX1 inh-2
O=[N+]([O-])c1cc2c(c([N+](=O)[O-])c1)Nc1ccccc1O2	-2.8	-8.1	-1.4	21*	-4	3	-0.8	-7.3	-1.3	3	-2.2
Cc1cc(C)c(C)c(S(=O)(=O)N2CCC(C(=O)NC3=NCCS3)CC2)c1C	0.2	0.5	4.0	0	-1	-4	-2.9	1.8	-1.1	-7	-1.5
Cc1cc(C)c(S(C)(=O)=O)c(NN)n1	-0.1	-2.2	0.8	5	0	-8	-0.1	2.6	-1.2	2	0.5
NC(=S)c1c(Cl)cc(C(F)(F)F)cc1Cl	-1.3	-1.1	3.6	18	6	-2	-0.5	0.0	-1.6	-1	1.1
Cn1nc(C(F)(F)F)c(-c2ccc(F)cc2)c1NC(=O)CSCC(=O)O	-1.0	1.2	0.8	0	2	-13	-0.8	-1.1	-2.0	5	-0.2
O=C(Cn1cnc2ccccc21)N/N=C/c1ccc([N+](=O)[O-])cc1	0.0	-3.1	-1.8	3	-4	4	-0.2	-0.1	-1.5	-3	-0.8

Compound activity: PubChem, several laboratories
